# Screening data from PubChem.
# Growth percent in the NCI-60 one-dose screen (48 h, 10 µM unless noted): 100 = growth as untreated, 0 = no growth, -100 = all killed.
# HL-60(TB): HL-60(TB) leukemia cells; 78,000 tested, 9% active; active = growth percent below 10
# * marks the source's active call; other numbers are inactive results; & = joins results of further samples; [ ] = remark or other dose. Only part of the results is shown; the hit share may differ from the screen's.
canonical_smiles	HL-60(TB)
C[C@@]1(CO)C[C@@H](O)C[C@]2(C)[C@@H]1CC[C@@]13C[C@@H]4[C@@H](C[C@H]12)[C@]4(C)C3	113
O=S(=O)(Nc1nccs1)c1ccc(NC2Nc3nc4ccccc4nc3S2)cc1 (stereo unspecified)	101
O=c1[nH]c([C@@H]2CCCN2)nc2c1oc1ccc(Cl)cc12	101
CCOC(=O)C(=Cc1cccc(Cl)c1)C(=O)OCC	-2.0*
COc1cc(NC(=O)Nc2ccc3c(ccn3C(=O)c3cccc(F)c3)c2)cc(OC)c1	89
O=C(CN1CCCCC1)Nc1ccc(-c2nc3ccccc3s2)cc1	84
N#CCC(=O)NCc1nc2ccccc2[nH]1	101
Cc1cc(NC(=O)Nc2cccc(Cl)c2Cl)ccc1-n1ccc2c(NC(=O)c3ccccc3)nccc21	93
COc1ccc(-c2cc(/C=C/C(=O)c3ccc(N)cc3)[nH]n2)cc1OC	20
CCCCCOC(=O)c1cccc(NC(=O)CNCC(C)C)c1	111

# Molecules listed so far that contain an aryl methoxy group, in the order listed:
canonical_smiles	HL-60(TB)
COc1cc(NC(=O)Nc2ccc3c(ccn3C(=O)c3cccc(F)c3)c2)cc(OC)c1	89
COc1ccc(-c2cc(/C=C/C(=O)c3ccc(N)cc3)[nH]n2)cc1OC	20

# The listing continues.
canonical_smiles	HL-60(TB)
COc1ccsc1/C=N/NC(=O)c1[nH]c2ccc(Br)cc2c1-c1ccccc1	-33*
O=C1N(Cc2ccccc2)c2ccccc2S(=O)(=O)N1c1cccnc1Cl	88
COc1ccc(Cn2cc(CNC(=O)c3cccnc3Nc3ccc(OC)cc3OC)nn2)cc1	100
O=C(c1ccccc1)c1ccc([N+](=O)[O-])cc1	90
O=C(O)C(O)(c1ccccc1)C1CCCCC1 (stereo unspecified)	108
NC/C(=C/F)COc1ccc2nc(N3CCC(O)CC3)oc2c1	149
NC1CCSC1=O (stereo unspecified)	111
CO/C=C/CC/C(C)=C/CC/C(C)=C/CCc1ccoc1	103
O=C(CSc1ccc(-c2ccc(Cl)cc2)nn1)Nc1ccc(Cl)c(C(F)(F)F)c1	33
COc1cc2ccc(-c3ccc4ccccc4n3)cc2cc1OC	59

# Given field by field: 3 of the compounds above
compound: O=C(CN1CCCCC1)Nc1ccc(-c2nc3ccccc3s2)cc1
  HL-60(TB): 84

compound: N#CCC(=O)NCc1nc2ccccc2[nH]1
  HL-60(TB): 101

compound: Cc1cc(NC(=O)Nc2cccc(Cl)c2Cl)ccc1-n1ccc2c(NC(=O)c3ccccc3)nccc21
  HL-60(TB): 93

# The results go on.
canonical_smiles	HL-60(TB)
O=c1c2c(c3ccccc3n1-c1ccccc1)NC(=S)NC2c1ccccc1 (stereo unspecified)	44
c1ccc(-c2nc(-c3c[nH]c4ncccc34)cs2)cc1	96[100 µM]
O=C(CSc1nc2ccc([N+](=O)[O-])cc2[nH]1)Nc1cccc(C(F)(F)F)c1	0.1*
CC(C)N=C=NC(C)C	101
CN1/C(=C/C=N/NC(=O)c2ccc(=O)n(C)c2)C(C)(C)c2ccccc21	244
CCN(CC)CCSc1cc(C)c2ccc(N)nc2n1	120
N#Cc1cn(-c2ccc(Cl)cc2Cl)c(C(=O)c2ccc(F)cc2)c1N	123
O=C(O)C1C2OC3C(OC(=O)C31)C2Br (stereo unspecified)	101&97
COCc1cc(C(C)(C)C)c(O)c(C(C)(C)C)c1	108
O=S(=O)(c1ccc(Br)cc1)N1CCN(c2nccc(-c3c(-c4cccc(F)c4)nc4sccn34)n2)CC1	99

# (list continues)
canonical_smiles	HL-60(TB)
COc1ccc(-c2ccc(-c3ccc(-c4ccc(C(=N)N)cc4)s3)s2)cc1	103
CCCCOC(=O)c1[nH]cnc1/N=N\N(C)C	97
N#Cc1c(Oc2ccccc2Cl)nc2sc3cccc(Cl)c3n2c1=N	95
COC(=O)c1ccccn1	107
Clc1ccc2c(c1)N(c1ncnc3ccc(-c4cnc5[nH]ccc5c4)cc13)CC2	16
O=C1C=CC(=O)N1c1ccc(Cl)cc1	106
O=C(Nc1cccc(Cl)c1)C1=NCCCCN1	99
Cc1c([N+](=O)[O-])cc([N+](=O)[O-])cc1S(=O)(=O)O	106
CSc1nn2c(=O)c3ccccc3nc2s1	105
O=C(O)c1ccc(-n2cc(CNc3ccccc3)c(-c3cc(C(F)(F)F)cc(C(F)(F)F)c3)n2)cc1	80

# More compounds.
canonical_smiles	HL-60(TB)
CCOc1ccccc1-c1cc(-c2cccc(Cl)c2)c(C#N)c(=O)[nH]1	75
CC(C)(O)c1ccccc1	116
CCC(C)[C@H]1C(=O)O[C@H](C(C)C)C(=O)N(C)[C@@H](C(C)C)C(=O)O[C@H](C(C)C)C(=O)N(C)[C@@H](C(C)C)C(=O)O[C@H](C(C)C)C(=O)N1C (stereo partly specified)	-49*
COc1ccc(C(=O)c2sc3nc(-c4ccccc4)cc(-c4ccc(F)cc4)c3c2N)cc1OC	100
C=CCc1ccccc1OC	101
Cc1cc(N2CCOCC2)nc(N(CCNc2ccnc3cc(Cl)ccc23)Cc2ccco2)n1	-65*
O=C(O)c1ccccc1C(F)(F)F	100
O=C(O)C1OCC2(CO1)COC(C(=O)O)OC2 (stereo unspecified)	87
O=C(NCc1cccnc1)c1sc2cc([N+](=O)[O-])ccc2c1Cl	111
CCOC(=O)c1[nH]c(=O)c2ccccc2c1O	102

# Following part
canonical_smiles	HL-60(TB)
CN1C(=O)C(C(=O)/C=C/c2ccc(Cl)cc2)C(=O)N(C)C1=O	103
C[C@H]1[C@H](C)CC[C@]2(C(=O)O)CC[C@]3(C)C(=CC[C@@H]4[C@@]5(C)C/C(=C/c6cccnc6)[C@H](O)C(C)(C)[C@@H]5CC[C@]43C)[C@H]12	-16*[100 µM]
CCOC(=O)C(=O)Cc1nc(OCc2ccccc2)cc(OCc2ccccc2)n1	106
O=C(NCc1ccc(Cl)cc1Cl)C1CCC(=O)N1C(=O)NCc1ccc(Cl)cc1Cl (stereo unspecified)	94
C=CCC1CCCCC1=O (stereo unspecified)	79
CCOc1nc(-c2ccccc2)cc2c(O)c(C(=O)N/N=C/c3ccccc3)[nH]c(=O)c12	101
COc1cc2nc3cc([N+](=O)[O-])ccc3c(Cl)c2cc1OC	109
COc1ccc(NS(=O)c2c(C)cc(C)cc2C)cc1 (stereo unspecified)	65
COc1ccc(C(C)=O)cc1N	98
CC1(C)C(=O)CC[C@@]2(C)[C@@H]3CC[C@@](O)(C(C)(C)O)C=C3CC[C@H]12	101

# 4 of the compounds above, with each value named.
CN1C(=O)C(C(=O)/C=C/c2ccc(Cl)cc2)C(=O)N(C)C1=O
  HL-60(TB) = 103
CCOC(=O)C(=O)Cc1nc(OCc2ccccc2)cc(OCc2ccccc2)n1
  HL-60(TB) = 106
CC1(C)C(=O)CC[C@@]2(C)[C@@H]3CC[C@@](O)(C(C)(C)O)C=C3CC[C@H]12
  HL-60(TB) = 101
C[C@H]1[C@H](C)CC[C@]2(C(=O)O)CC[C@]3(C)C(=CC[C@@H]4[C@@]5(C)C/C(=C/c6cccnc6)[C@H](O)C(C)(C)[C@@H]5CC[C@]43C)[C@H]12
  HL-60(TB) = -16*[100 µM]

# Going on with the list.
canonical_smiles	HL-60(TB)
COc1ccc(C2=NN(C(C)=O)C(c3ccc(N4CCOCC4)cc3)C2)cc1OC (stereo unspecified)	94
CC(C)(C)CN=C(N)N	100
O=C(O)c1cccc(O)c1C(=O)O	101
N#Cc1c(-c2ccc(Cl)cc2Cl)c2c(N)nn(-c3ccccc3)c2oc1=O	93
NS(=O)(=O)c1ccc(C(=O)N/N=C(\CS(=O)(=O)c2ccccc2)c2cc3cc(Br)ccc3o2)cc1	115
COc1ccc(S(=O)(=O)N2CCC(c3nc(/C=C4/C(=O)Nc5ccccc54)c4ccccn34)CC2)cc1	96
COc1cccc(-c2ccc3c(c2)NC(=O)/C3=C\c2ccc[nH]2)c1	-1.3*
CC(C)(C)c1ccc(CN2C(=O)c3c(ccc(O)c3-c3ccc(C(F)(F)F)cc3)C2C(=O)O)cc1 (stereo unspecified)	103
COC(=O)CC[C@H](C)[C@H]1CC[C@H]2[C@@H]3CC[C@@H]4C(c5nc6ccc(Cl)cn6c5NC(C)(C)C)=C(Cl)CC[C@]4(C)[C@H]3CC(=O)[C@]12C	72
CSc1nc(N)n(/N=C(\C)c2cccc(N)c2)c(=O)c1C#N	82

# Later entries
canonical_smiles	HL-60(TB)
COc1ccc2[nH]cc(-c3nnc(N)nc3-c3cn(C)c4ccc(F)cc34)c2c1	85
CC(C)CCC[C@@H](C)[C@H]1CC[C@H]2[C@@H]3CC[C@H]4C/C(=N/O)CC[C@]4(C)[C@H]3CC[C@]12C	104
c1ccc(CNc2nc(NCc3ccccn3)c3ccccc3n2)nc1	90
CC12CCC3c4ccc(O)cc4CCC3C1CCC2O (stereo unspecified)	98
CCCCCCCCS(=O)C(C)Cc1ccc2c(c1)OCO2 (stereo unspecified)	113
O=c1[nH]c(-c2ccc(O)cc2)nc2n[nH]c(Nc3ccccc3)c12	47
CCOC(=O)/C(Cc1ccnc2ccccc12)=N/O	104
CN1CC2(SC(=Nc3ccccc3)N(Nc3ccccc3)C2=O)C2(C1)C(=O)N(C)c1ccccc12 (stereo unspecified)	108
COc1cc(OC)cc(-c2nn(CC(=O)N3CCc4ccccc4C3)c3ncnc(N)c23)c1	103
CCOC(=O)C1=C(c2ccccc2)N(C)C(=O)NC1c1ccc2c(c1)OCO2 (stereo unspecified)	92

# (listing goes on)
canonical_smiles	HL-60(TB)
COC(=O)c1ccc(-n2cc(CCCOS(=O)(=O)c3ccc(C(=O)OC)cc3)nn2)cc1	99
O=c1ccc(=O)n(-c2ccccc2)[nH]1	101
COc1ccc2c(c1)c(-c1nnc(N)nc1-c1cn(C)c3ccc(Br)cc13)cn2C	55
CCOC(=O)c1csc(C2OC(COC(=O)c3ccccc3)C(OC(=O)c3ccccc3)C2OC(=O)c2ccccc2)n1 (stereo unspecified)	117
N=C(N)SCc1ccccc1 (tested in a mixture with another compound)	81
COc1cc(C2C(C#N)=C(c3c[nH]c4ccccc34)Nc3nc(N)[nH]c(=O)c32)cc(OC)c1OC (stereo unspecified)	42
CCOC(=O)CCC(NC(=O)OCc1ccccc1)C(=O)NC(CCC(=O)OCC)C(=O)NNC(=O)OC(C)(C)C (stereo unspecified)	101
Cc1cc(=O)n2nc(SCc3nnc4n(Cc5ccccc5)c(=O)c5c6c(sc5n34)CCCC6)sc2n1	48
O=C(NCCc1ccccn1)OCc1nc2nc(Cl)nc(N3CCOCC3)c2[nH]1	-48*
CC(C)C(C#N)(C(=O)O)C(C)C	110

# Later entries
canonical_smiles	HL-60(TB)
COc1ccc(-c2cc(-c3nc(OC)nc(OC)n3)on2)cc1	98
CC(C)CN1C(=O)C(O)(CC(=O)c2cc3ccccc3oc2=O)c2ccccc21 (stereo unspecified)	89
Cn1c(=O)c2[nH]c(Cc3cccc(O)c3)nc2n(C)c1=O	112
O=C1C=C(Nc2ccccc2)C(=O)C=C1Nc1ccccc1	99
Cc1cc(C)cc(NC2=C(Cl)C(=O)c3nc(C)ccc3C2=O)c1	34
N#Cc1c(-c2ccc(F)cc2)nc(SCc2ccc([N+](=O)[O-])cc2)[nH]c1=O	50
CSc1ccc(C(=NNS(=O)(=O)c2ccc(C)cc2)c2ccccc2)cc1	103
CCC(=O)CC1(C(=O)OC)NC(=S)NC(=O)C1C#N (stereo unspecified)	97
COc1cc(-c2nc(-c3nnc(-c4ccc(N(C)C)cc4)o3)c3ccccn23)cc(OC)c1OC	56
O=C1C=CC(=O)N1c1cccc2c(N3C(=O)C=CC3=O)cccc12	104

# Next entries follow.
canonical_smiles	HL-60(TB)
COc1ccc(-c2nc3ccccn3c2-c2nnc(-c3ccc(OC)c(OC)c3)o2)cc1	75
Cc1c(-c2csc(N)n2)nnn1-c1ccc([N+](=O)[O-])cc1	59
CCOC(=O)C(C)(C(=O)OCC)c1cccc2ccccc12	99
O=C(Nc1cc(Br)ccn1)c1cc2cc(Nc3nc(-c4ccccc4)nc4ccccc34)ccc2oc1=O	87
N#Cc1c(C(C#N)C#N)nc2sc3cc(Cl)c(Cl)cc3n2c1=N	123
N#Cc1nc(-c2ccccc2)oc1S(=O)(=O)N1CCCCC1	10
COc1cccc(-n2nnc(-c3nc(-c4cccs4)no3)c2N)c1	96
CCCn1cnc2c(c1=N)C(c1ccc(F)cc1)c1sc3c(C)cccc3c1O2 (stereo unspecified)	-30*
CC(=O)N1N=C(C2C(=O)N(C)C(=O)N(C)C2=O)CC1c1ccccc1C(=O)O (stereo unspecified)	92
Nc1nc(N)c2c(n1)CCCC2	65

# Continued:
canonical_smiles	HL-60(TB)
Cc1nn(-c2ccccc2)c2c1N=c1s/c(=C\c3cn(-c4ccccc4)nc3-c3ccc(Cl)cc3)c(=O)n1CN2	108
COc1ccc2[nH]cc(-c3noc(C(=O)c4cn(C)c5ccc(Br)cc45)n3)c2c1	104
O=C1CCCC(=O)O1	48
NNC(=S)N/N=C/c1ccco1	100
CS(=O)(=O)c1ccc(-n2nc(-c3ccc(Br)cc3)c3ccccc3c2=O)cc1	93
CCN(CC)c1nc2sc3cc(Cl)ccc3n2c(=N)c1C#N	115
O=C1CC2CC=CCN2C=C1NC(=O)C1CCCCC1 (stereo unspecified)	105
N#Cc1nc(-c2ccccc2)oc1N1CCOCC1	103
O=c1c(-c2nc3ccccc3[nH]2)cc2ccccc2n1Cc1cn(Cc2ccc([N+](=O)[O-])cc2)nn1	89
COc1cc2c(c(OC)c1OC)-c1ccc(O)c(=O)cc1[C@@H](NC(C)=O)CC2	36

# Continued:
canonical_smiles	HL-60(TB)
COc1ccc(-c2cc(-c3ccccc3)nc(-c3cccc([N+](=O)[O-])c3)c2)cc1	124
Cc1nc2c(=O)[nH]c(SCC(=O)Nc3cccc(Cl)c3)nc2[nH]c1=O	107
BrCc1c(CBr)c(CBr)c(CBr)c(CBr)c1CBr	92
O=C(/C=C/c1ccccn1)c1ccccc1	1.5*
Nc1ccc(CCCl)cc1	65
O=C(CCl)NCCOc1ccc(Cl)cc1Cl	52
C=CCc1cc(Cl)ccc1N1C(=O)CN(Cc2ccccc2)C(=O)C1c1ccccc1 (stereo unspecified)	111
COc1ccc(OC)c(/C=C2/C(=O)ON=C2C(C)C)c1	100
